# From PubChem BioAssay
# KCNK3 inh: human KCNK3 channel inhibitors, primary screen, CHO cells, FluxOR thallium flux, B-score; Potassium channel subfamily K member 3 (Homo sapiens), O14649; FluxOR fluorescence; stronger effect = lower value; B-score at 10 µM; hit rate 0.84% among 340,000; AID 602410, 2012;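 active means B-score under library mean minus 4 SD, starting fluorescence ratio at most library mean plus 5 SD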;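 further: more negative B-score means stronger inhibition of thallium flux through KCNK3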
# KCNQ1 inh: inhibitors of human KCNQ1 channel, primary screen, cell-based, thallium flux, high-throughput | Potassium voltage-gated channel subfamily KQT member 1 (Homo sapiens), P51787 | CHO-K1 KCNQ1, FluxOR thallium flux fluorescence; stronger effect = higher value | B-score at 10 µM | hit rate 1.3% among 310,000 | AID 2642, 2010;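 active means compounds whose thallium flux B-score, printed positive for inhibition, exceeds three library SD while starting fluorescence stays within three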;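 further: channel opened by potassium depolarization with thallium stimulus after 20 min compound exposure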
# RGS4 block: RGS4 inhibitors, primary screen, cell-based, HEK293 M3R inducible RGS4, calcium flux; B-score at 10 µM; hit rate 0.45% among 310,000; Regulator of G-protein signaling 4 (Homo sapiens), P49798; AID 463165, 2010; Fluo-4 calcium flux; stronger effect = higher value; triggered by carbachol at its EC20;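 active means B-score, a plate-corrected calcium signal, over three deviations above library mean, with baseline fluorescence within five deviations of library mean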;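 further: RGS4 expression induced by doxycycline in cells with stable M3 receptor; B-score is computed from the integrated fluorescence ratio over baseline after carbachol; higher B-score means a larger calcium signal and so more RGS4 inhibition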
# Target sequence (P49798 whole entry, looked up): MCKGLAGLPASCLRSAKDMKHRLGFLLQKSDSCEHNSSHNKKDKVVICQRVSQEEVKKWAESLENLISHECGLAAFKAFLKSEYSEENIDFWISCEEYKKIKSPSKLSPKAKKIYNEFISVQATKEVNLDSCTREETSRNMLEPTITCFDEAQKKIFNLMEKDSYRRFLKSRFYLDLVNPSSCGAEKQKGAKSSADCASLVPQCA
# RGS4 act: RGS4 potentiators or activators, primary screen, cell-based, HEK293 M3R inducible RGS4, calcium flux; carbachol calcium flux Fluo4; stronger effect = lower value; B-score at 10 µM; hit rate 0.92% among 310,000;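 active means B-score of the integrated calcium signal more than 4 SD below the library mean, with starting fluorescence not abnormally high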;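 further: negative B-score means reduced calcium response which marks RGS4 activation or potentiation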
#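 Assay system: HEK293 FlpIn-TREx cells, stable M3R, doxycycline-inducible RGS4 / Probe or stimulus: carbachol, ECmax concentration / Times: overnight RGS4 induction, 30 min dye load 37 °C, 20 min compound RT / Signal: kinetic calcium fluorescence imaging with Fluo4-AM dye, 2 µM / Measure: Agonist-evoked peak-minus-minimum fluorescence over baseline, integrated ratio, B score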
# ANO1 block: TMEM16A chloride channel inhibitors, primary screen, cell-based, HTS. AID 588511, 2011. normalized B-score (activity score, 25-100; higher = stronger inhibition) at 10 µM. HEK293 TMEM16A/YFP iodide influx fluorescence, ionomycin. Anoctamin-1 (Mus musculus), Q8BHY3. hit rate 1.2% among 310,000;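 active means ratio plate-corrected score three or more library SD toward inhibition, starting fluorescence score within five deviations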;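 further: score derived from kinetic fluorescence span divided by baseline fluorescence per well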
# SKKanGAS inh: S. pyogenes SKKanGAS growth inhibitors in kanamycin, primary screen, streptokinase expression inhibitor project, SKKanGAS strain, BacTiter-Glo luminescence; 6 h; inhibition, % at 7.5 µM; hit rate 1.3% among 300,000;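 active means mean replicate score, as percent of positive control median, at least 50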;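 further: strain carries kanamycin resistance gene driven by streptokinase promoter and grows in 40 µg/ml kanamycin; loss of luminescence reflects streptokinase promoter inhibition or plain growth inhibition; 0% = median of DMSO wells and 100% = positive control at its reference dose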
# KCNQ1 act: potentiators or activators of KCNQ1 channel, primary screen, cell-based, thallium flux, high-throughput. CHO-K1 KCNQ1, thallium flux FluxOR fluorescence; stronger effect = higher value. hit rate 0.35% among 310,000. B-score at 10 µM;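 active means fluorescence ratio B-score, a plate-corrected score, at least three library SD, with initial intensity B-score within 5 SD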
#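 System: CHO-K1 cells stably expressing KCNQ1 / Medium: assay buffer for compound exposure, DMSO matched across wells / Reagent: thallium- and potassium-containing depolarizing buffer / Compound: one concentration, matched DMSO / Incubation: 20 min compound pretreatment at room temperature / Measured by: kinetic FluxOR fluorescence, 10 s baseline plus 110 s post-stimulus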
# HDAC3 inh: HDAC3 deacetylase inhibitors, primary screen, biochemical, fluorescence, cell-free homogeneous. inhibition, % at 8.3 µM. AID 2718, 2010. hit rate 0.15% among 320,000. recombinant HDAC3, fluorogenic peptide/trypsin coupled. Histone deacetylase 3 (Homo sapiens), O15379; in the data active means inhibition above about 26%, passing the limit was not always enough
# Target sequence (O15379 whole entry, looked up): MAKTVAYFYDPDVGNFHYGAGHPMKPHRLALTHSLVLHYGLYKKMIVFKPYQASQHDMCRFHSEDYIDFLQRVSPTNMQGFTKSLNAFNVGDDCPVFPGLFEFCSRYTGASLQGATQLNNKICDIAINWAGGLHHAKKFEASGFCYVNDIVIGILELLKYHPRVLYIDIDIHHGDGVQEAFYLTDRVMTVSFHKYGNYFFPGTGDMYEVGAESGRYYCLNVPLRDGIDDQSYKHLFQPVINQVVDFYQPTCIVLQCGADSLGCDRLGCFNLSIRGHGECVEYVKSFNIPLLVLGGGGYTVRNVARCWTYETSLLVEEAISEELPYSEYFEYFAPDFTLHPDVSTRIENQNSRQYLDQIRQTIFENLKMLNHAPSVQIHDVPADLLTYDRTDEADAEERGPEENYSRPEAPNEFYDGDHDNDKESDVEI
# KCNK9 inh: KCNK9 potassium channel inhibitors, primary screen, HEK293 cells, thallium flux | Potassium channel subfamily K member 9 (Homo sapiens), Q9NPC2 | FluxOR thallium flux fluorescence; stronger effect = lower value | B-score at 10 µM | hit rate 1.2% among 310,000 | AID 488922, 2010;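 active means ratio B-score over 3 SD below the library mean, with starting fluorescence within 5 SD of its mean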;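 further: negative B-score means less thallium flux so channel inhibition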
# Target sequence (Q9NPC2 whole entry, looked up): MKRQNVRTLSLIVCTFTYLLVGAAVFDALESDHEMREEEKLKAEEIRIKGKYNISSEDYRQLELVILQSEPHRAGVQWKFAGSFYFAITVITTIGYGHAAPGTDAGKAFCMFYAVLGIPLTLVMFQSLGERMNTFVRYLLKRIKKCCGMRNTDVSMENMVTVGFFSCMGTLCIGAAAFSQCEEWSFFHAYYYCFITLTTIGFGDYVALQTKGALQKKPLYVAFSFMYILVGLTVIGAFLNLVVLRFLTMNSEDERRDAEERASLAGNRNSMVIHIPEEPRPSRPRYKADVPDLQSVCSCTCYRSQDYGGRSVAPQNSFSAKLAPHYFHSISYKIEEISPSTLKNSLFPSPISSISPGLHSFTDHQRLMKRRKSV
# ANO1 activ: TMEM16A chloride channel activators or potentiators, primary screen, cell-based, HTS. Anoctamin-1 (Mus musculus), Q8BHY3. HEK293 TMEM16A/YFP-H148Q/I152L, iodide quench fluorescence; stronger effect = lower value. B-score at 10 µM. hit rate 0.3% among 340,000. AID 623877, 2012;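 active means fluorescence-ratio B-score plate-corrected deviation score at least 3 library SD below zero, with starting fluorescence score within 5 deviations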;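 further: channel opened by trigger with iodide after compound preincubation; score built on the fluorescence ratio of max minus min over baseline; more negative score means more quench and so TMEM16A activation or potentiation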
# hERG rescue: hERG rescue from dofetilide block, primary screen, cell-based, CHO-hERG, FluxOR thallium flux, dofetilide IC70. activation (rescue from dofetilide block), less the hit threshold, % at 10 µM. AID 1511, 2009. hit rate 0.51% among 310,000. dofetilide IC70 present. Voltage-gated inwardly rectifying potassium channel KCNH2 (Homo sapiens), Q12809;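 active means activation above the mean of controls blocked by dofetilide plus 5 SD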;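 further: thallium influx through hERG after potassium depolarization seen as dye fluorescence rise; in these data hits start at about 4.7%; inactives centre near -7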
# Starred values were filed as active, the others as inactive; i = inactive; x = no result given.
SMILES,KCNK3 inh,KCNQ1 inh,RGS4 block,RGS4 act,ANO1 block,SKKanGAS inh,KCNQ1 act,HDAC3 inh,KCNK9 inh,ANO1 activ,hERG rescue
CCC(=O)NC(c1ccc(OC)cc1)c1cc(Cl)c2cccnc2c1O (stereo not given),i,i,i,i,i,40,i,-5,i,i,-17
Cc1cc(/C=C2/NC(=O)N(Cc3ccccc3F)C2=O)c(C)n1-c1ccccn1,i,i,i,i,i,-1,i,44*,i,i,-6
Clc1ccc(-c2nc(N3CCCCC3)nc3ccccc23)cc1,i,8*,i,i,i,90*,i,-13,i,i,-7
COCCCNC(=O)c1ccccc1Sc1ccc(NC(C)=O)nc1,i,i,i,i,i,-11,i,-3,i,i,-3
O=C(COC(=O)/C=C/c1ccc(F)cc1)Nc1ccccc1-c1ccccc1,i,i,i,i,i,12,i,11,i,i,-2
O=c1[nH]c2cc3c(cc2cc1CN(Cc1ccccc1)Cc1nnnn1Cc1ccco1)OCCO3,i,i,i,i,x,-3,i,x,i,i,-14
COc1ccc(Cl)cc1C(=O)NCc1ccc2c(c1)OCO2,i,i,i,i,i,-2,i,-8,i,i,-11
CC1CC(C)CN(C(=O)CSCC(=O)O)C1 (stereo not given),i,i,i,i,i,-3,i,-1,i,i,-11
CCC(C(=O)Nc1ncccn1)(C(F)(F)F)C(F)(F)F,i,i,i,i,i,-2,i,-3,i,i,-6
O=C1C=C(NCc2ccccc2)CCC1,i,i,i,i,i,-7,i,6,i,i,-1
COCCN(Cc1ccccc1)C(=O)Cc1ccc(OC)c(S(=O)(=O)N2CCOCC2)c1,i,i,i,i,i,-2,i,1,i,i,-9
CC(=O)N(C)C1(c2nnnn2CCOC(=O)Nc2ccc(Cl)cc2)CCCCC1,i,i,i,i,i,-11,i,1,i,i,-5
CC(C)OCCCNC(=O)c1cc(S(=O)(=O)N2CCc3ccccc32)cn1C,i,i,i,i,i,-2,i,x,i,i,-8
COc1cc(C2C(C#N)=C(N)OC3=C2C(=O)CC(C)(C)C3)c([N+](=O)[O-])cc1OC (stereo not given),i,i,i,i,i,4,i,11,i,i,-7
Cc1ccc(N2CCN(C(=O)CNS(=O)(=O)c3ccc(Br)s3)CC2C)cc1 (stereo not given),i,i,i,i,100*,8,i,3,i,i,-6
CCSc1nnc(NC(=O)CSc2nc3c(c(=O)n2-c2ccccc2)SCC3)s1,i,i,i,i,i,1,i,-4,i,i,-8
CC1(C)Cc2ccccc2-c2nnc(-c3ccccc3)n21,i,i,i,i,i,5,i,4,i,i,-13
Cc1nc2ccccc2c(=O)n1/N=C/c1ccccc1F,i,i,i,i,i,-3,i,-1,i,i,-3
COc1ccc(OC)c2[nH]c(=O)c(CCNC(=O)c3ccc(S(=O)(=O)N(C)C)cc3)cc12,i,i,i,i,i,4,i,2,i,i,-7
O=C(Oc1ccccc1C(=O)N1CCOCC1)c1ccc(Br)cc1,i,i,i,i,i,-1,i,-2,i,i,-9
O=C(Nc1cc(N2CCOCC2)ncn1)NC1(C(F)(F)F)Oc2ccccc2O1,i,i,i,i,i,-4,i,-1,i,i,-5
CCCCN1C(=O)C(=O)N(CC(=O)Nc2sc(C)c(CC)c2C(=O)OCC)C1=O,i,i,i,i,i,-3,i,-3,i,i,-12
c1ccc(-n2c(Cc3cn4ccsc4n3)nnc2N2CCOCC2)cc1,i,i,i,i,i,0,i,-2,i,i,-3
COc1ccc(C(=O)O)cc1NC(=S)NC(=O)C(c1ccccc1)c1ccccc1,i,i,i,i,i,16,i,2,i,i,-6
CCC(NC(=O)Cc1c(C)c2cc3c(cc2oc1=O)OC(C)(C)CC3)C(=O)O (stereo not given),i,i,i,i,i,4,i,-76,i,i,-2
CN(CC1COc2ccccc2O1)C(=S)Nc1ccccc1F (stereo not given),i,i,i,i,i,1,i,4,i,i,-8
Brc1ccc(-c2cn3nc4c(nc3n2)CCCC4)cc1,i,i,i,i,i,11,i,3,i,i,-9
O=C(CSS(=O)(=O)O)N1CCN(C(=O)c2ccoc2)CC1,i,i,i,i,i,1,i,-3,i,i,-3
O=c1c2cnn(-c3ccccc3)c2nc(-c2ccco2)n1-c1ccccc1,i,i,i,i,i,x,i,3,i,i,-10
O=C(COc1ncnc2sccc12)N1CCN(c2ccccc2)CC1,i,i,i,i,i,-5,i,-1,i,i,-15
C=COCCn1c(-c2nonc2N)nc2ccccc21,i,i,i,i,i,-2,i,-2,i,i,-4
COc1ccc(C(=O)Nn2cnc3ccccc3c2=O)cc1[N+](=O)[O-],i,i,i,i,i,5,i,4,i,i,-6
CCc1ccc(N=C2NC(=O)/C(=C/c3ccc(OCC(=O)O)c(OC)c3)S2)cc1,i,i,i,i,x,15,i,x,i,i,-3
COc1ccc(CNC(=O)C(=O)NCC2CCCN2S(=O)(=O)c2ccccc2)cc1 (stereo not given),i,i,i,i,i,-5,i,-1,i,i,-13
COc1ccc(NC(C)=O)cc1NC(=O)CCn1c(=O)sc2ccccc21,i,i,i,i,i,-2,i,-2,i,i,-8
CCOc1ccc(NC(=O)[C@@H](NC(=O)OCc2ccccc2)[C@@H](C)CC)cc1,i,i,i,i,i,-2,i,-5,i,i,-2
COc1ccc(Br)cc1CN1C(=O)NC2(CCCCCC2)C1=O,i,i,i,i,i,5,i,1,i,i,-10
Cn1c(=O)c2c(nc(N3CCOCC3)n2CCCNC2=NCCC2)n(C)c1=O,i,i,i,i,i,10,i,0,i,i,-5
C=CCc1cc(Cl)ccc1OCCOCCNCCOC,i,i,i,i,i,20,i,3,i,i,-5
CN1CCN(C(=O)CSc2nc(-c3ccncc3)ccc2C#N)CC1,i,i,i,i,i,0,i,-1,i,i,-10
N#Cc1nc(Cc2ccccc2)oc1NCCc1ccccc1,i,i,i,i,i,-1,i,5,i,i,-7
CCOC(=O)c1sc2nc(CSc3ccccc3)nc(NCCN(C)C)c2c1C,i,i,i,i,i,8,i,4,i,i,-21
Cc1cc(C)n2nc(C(=O)OCC(=O)N(C)Cc3ccccc3)nc2n1,i,i,i,i,i,0,i,-3,i,i,-14
Cc1ccc2nc(NC(=O)C3CCN(S(=O)(=O)c4cccc5nsnc45)CC3)sc2c1,i,i,i,i,i,31,i,-4,i,i,-8
COCCn1c(C(C)C)nc2oc3ccccc3c(=O)c2c1=O,i,i,i,i,i,3,i,3,i,i,-3
N#Cc1cnc2nc(SCc3ccccc3)nn2c1,i,i,i,i,i,4,i,-1,i,i,-5
CCOc1ccc(CN2CCSCC2)cc1,i,i,i,i,i,-7,i,-2,i,i,-3
Cc1ccc(C=Nc2ccccc2C(N)=O)cc1,i,i,i,i,i,1,i,0,i,i,-9
CN(c1ccccc1)S(=O)(=O)c1ccc(C(=O)Nc2nnc(-c3ccc(F)cc3)o2)cc1,x,i,i,i,100*,103*,i,6,i,x,-6
Cc1ccc(S(=O)(=O)NCCC(=O)Nc2cccc(Cl)c2)cc1,i,i,i,i,i,-6,i,4,i,i,-10

# Other structures follow.
SMILES,KCNK3 inh,KCNQ1 inh,RGS4 block,RGS4 act,ANO1 block,SKKanGAS inh,KCNQ1 act,HDAC3 inh,KCNK9 inh,ANO1 activ,hERG rescue
O=C(Cc1c(O)c2ccccc2[nH]c1=O)NC1CCCCCC1,i,i,i,i,i,1,i,3,i,i,-6
CCn1c(=O)c(CCC(=O)N2CCOCC2)c(C)c2c(C)nn(-c3ccccc3)c21,i,i,i,i,i,4,i,-5,i,i,-10
Nc1c2c(nc3c1CCCC3)CCCC2 (tested in a mixture with another compound),i,i,i,i,i,3,i,0,i,i,-13
Cc1c(-c2ccnc3cc(C(=O)O)nn23)cnn1C,i,i,i,i,i,-5,i,-21,i,i,-4
CC1CCCCN1C(=O)c1cc(-c2ccc(Cl)c(Cl)c2)on1 (stereo not given),i,i,i,i,i,-11,i,2,i,i,-8
COc1ccc(-n2cc(-c3ccccc3)c3c(N4CCOCC4)ncnc32)cc1,i,i,i,i,i,11,i,-1,i,i,-39
CCOc1nonc1C(=N)/C(C(C)=O)=C(\C)O,i,i,i,i,i,4,i,-2,i,i,-4
COc1cccc(NC(=O)C2(S(=O)(=O)c3ccc(Cl)cc3)CC2)c1,i,i,i,i,i,6,i,x,i,i,-13
O=C(NN1C(=O)C2C3C=CC(C4CC34)C2C1=O)c1ccc(Cl)cc1 (stereo not given),i,x,x,x,i,0,x,0,x,i,x
O=C(Nc1ccc2c(c1)OCCO2)C1CCN(c2nnnn2-c2ccccc2)CC1,i,i,i,i,i,3,i,-2,i,x,-15
N#CC1(NC(=O)COc2ccc3ccc(=O)oc3c2)CCCCC1,i,i,i,i,i,1,i,-7,i,i,-16
Cc1cc(/C=N/NC(=O)c2cccs2)c(C)n1-c1cnccn1,i,i,i,i,i,-1,i,5,i,i,-10
O=C(Cn1cc(C(=S)N2CCOCC2)c2ccccc21)N1CCOCC1,i,i,i,i,i,2,i,1,i,i,-7
C/C(=C/c1ccccc1)C(=O)N1CC(C)OC(C)C1 (stereo not given),i,i,i,i,i,3,i,-4,i,i,-12
S=C(Nc1ccccc1Cl)N(CCCN1CCOCC1)Cc1ccccn1,i,i,i,i,i,9,i,5,i,i,2
C[C@@H]1Cc2c(O)c(O)cc(O)c2C(=O)O1,i,i,i,i,i,-1,i,9,i,i,-7
COc1ccccc1C(=O)NCC(=O)N/N=C/c1ccc([N+](=O)[O-])cc1,i,i,i,i,i,13,i,3,i,i,-17
CCOC(=O)C1=C(c2ccccc2)NC(=O)NC1c1cc(Br)c(O)c(OC)c1 (stereo not given),i,i,i,i,i,11,i,4,i,i,-16
